TRPC4 agonist = TRPC4 (mouse) channel activation; hit rate 0.49% among 310,000; Q9QUQ5; B-score at 10 µM; AID 2237; HEK293 TRPC4beta/mu-opioid, Fluo4 calcium fluorescence; active compounds read high;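 active = B-score above 5 SD of library B-scores, and initial fluorescence ratio not above library mean plus 5 SD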;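 note: positive B-score marks a calcium rise read as TRPC4 activation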
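Assay system: HEK293 stable line with TRPC4beta plus mu-opioid receptor; schedule: 45 min room-temperature Fluo4 loading, 110 s read; technique: kinetic Fluo4 calcium fluorescence; evaluation: integrated baseline-normalised fluorescence ratio, converted to per-well B score; controls: buffer (low) and maximal DAMGO (high)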
MrgX1 PAM = human MrgX1 positive allosteric modulation, primary screen | MrgX1-HEK293, Fluo-4 calcium flux, FDSS; active compounds read high | hit rate 0.63% among 310,000 | B-score at 10 µM | Q96LB2;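 active = plate-corrected calcium response at least 3 library SD above typical, normal starting fluorescence, not activating the receptor alone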;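 note: compound read alongside a low EC10 to EC30 dose of BAM8-22 agonist; peak minus trough fluorescence over baseline measured at the second addition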
MrgX1 antag = blocks BAM8-22 activation of human MrgX1 receptor. B-score at 10 µM. Q96LB2. hit rate 1.3% among 310,000. MRGX1-HEK293 calcium flux, Fluo-4, BAM8-22 antagonism; active compounds read low;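 active = calcium-response B-score plate-corrected more than 3 library SD below zero, starting fluorescence within 5 deviations, no agonist response on first addition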;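 note: peak minus trough fluorescence over baseline after final BAM8-22 challenge near maximal dose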
TRPC6 act = mouse TRPC6 channel activation; HEK293-TRPC6 membrane potential dye fluorescence; active compounds read high; AID 2550; hit rate 0.13% among 310,000; Q61143; B-score at 10 µM;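 active = B-score of the integrated fluorescence ratio above library mean plus 3 SD, and starting fluorescence ratio within library mean plus 5 SD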;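 note: higher score means more depolarization so channel activation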
MrgX1 agonist = agonists of human MrgX1 receptor; Q96LB2; B-score at 10 µM; AID 588627; hit rate 0.44% among 310,000; MrgX1-HEK293 cells, Fluo-4 calcium fluorescence, agonist mode; active compounds read high;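 active = calcium response B-score plate-corrected fluorescence ratio at least 3 library SD, with starting fluorescence B-score inside 5 SD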
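times = overnight plating, then 30 min 37 °C plus 30 min room-temperature dye loading | assay system = stable human MrgX1 HEK293 cell line | input = fifteen thousand cells per well | signal = kinetic calcium dye fluorescence, Fluo-4 NW | dosing = compound delivered in addition one of three | read-out = B-scored fluorescence response ratio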
ANO1 activ = activators or potentiators of mouse TMEM16A chloride channel | Q8BHY3 | HEK293 TMEM16A/YFP-H148Q/I152L, iodide quench fluorescence; active compounds read low | B-score at 10 µM | hit rate 0.3% among 340,000 | AID 623877;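 active = fluorescence-ratio B-score plate-corrected deviation score at least 3 library SD below zero, with starting fluorescence score within 5 deviations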;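 note: channel opened by trigger with iodide after compound preincubation; score built on the fluorescence ratio of max minus min over baseline; more negative score means more quench and so TMEM16A activation or potentiation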
Target sequence (Q8BHY3 whole entry, looked up): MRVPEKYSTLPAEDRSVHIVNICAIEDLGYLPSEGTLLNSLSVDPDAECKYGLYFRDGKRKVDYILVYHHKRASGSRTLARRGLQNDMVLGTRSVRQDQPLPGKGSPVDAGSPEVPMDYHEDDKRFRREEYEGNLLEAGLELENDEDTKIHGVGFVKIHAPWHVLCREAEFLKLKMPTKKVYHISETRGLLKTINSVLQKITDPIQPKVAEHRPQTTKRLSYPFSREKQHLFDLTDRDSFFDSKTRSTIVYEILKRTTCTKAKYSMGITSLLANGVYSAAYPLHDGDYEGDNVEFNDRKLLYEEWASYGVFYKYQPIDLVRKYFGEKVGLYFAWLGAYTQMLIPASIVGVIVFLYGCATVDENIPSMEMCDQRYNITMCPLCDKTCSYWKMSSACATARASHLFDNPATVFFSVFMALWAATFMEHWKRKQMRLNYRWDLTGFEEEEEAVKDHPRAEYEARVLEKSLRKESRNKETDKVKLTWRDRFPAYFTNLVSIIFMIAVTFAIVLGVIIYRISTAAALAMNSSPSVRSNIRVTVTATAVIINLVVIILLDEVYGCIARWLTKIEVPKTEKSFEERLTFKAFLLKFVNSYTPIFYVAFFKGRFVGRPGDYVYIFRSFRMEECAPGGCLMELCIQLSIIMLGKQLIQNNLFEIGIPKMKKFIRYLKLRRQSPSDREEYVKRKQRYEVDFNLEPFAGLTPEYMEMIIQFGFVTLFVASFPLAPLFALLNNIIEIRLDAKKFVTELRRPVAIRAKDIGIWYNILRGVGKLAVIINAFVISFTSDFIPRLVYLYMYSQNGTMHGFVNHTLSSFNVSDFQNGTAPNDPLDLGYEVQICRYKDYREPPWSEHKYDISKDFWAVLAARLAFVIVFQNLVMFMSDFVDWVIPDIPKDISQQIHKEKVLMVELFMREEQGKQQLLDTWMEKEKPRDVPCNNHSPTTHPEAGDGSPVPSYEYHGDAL
TRPC6 inh = blocks the mouse TRPC6 cation channel; Q61143; HEK293-TRPC6, membrane potential dye, ACh-evoked depolarization; active compounds read low; B-score at 10 µM; hit rate 1.1% among 310,000; AID 2553;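 active = B-score under library mean minus 3 SD, initial fluorescence not abnormally high, positive integrated signal ratio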;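 note: B-score derived from integrated fluorescence ratio over the kinetic read; more negative B-score means stronger inhibition of depolarization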
TMEM16A inh = mouse TMEM16A channel inhibition, primary screen. hit rate 1.2% among 310,000. Q8BHY3. AID 588511. normalized B-score (activity score, 25-100; higher = stronger inhibition) at 10 µM. HEK293 TMEM16A/YFP iodide influx fluorescence, ionomycin;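 active = ratio plate-corrected score three or more library SD toward inhibition, starting fluorescence score within five deviations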;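 note: score derived from kinetic fluorescence span divided by baseline fluorescence per well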
RGS4 inh = inhibitors of human RGS4. P49798. hit rate 0.45% among 310,000. HEK293 M3R/RGS4 inducible, Fluo-4 calcium flux; active compounds read high; triggered by carbachol at its EC20. B-score at 10 µM;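 active = B-score, a plate-corrected calcium signal, over three deviations above library mean, with baseline fluorescence within five deviations of library mean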;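 note: RGS4 expression induced by doxycycline in cells with stable M3 receptor; B-score is computed from the integrated fluorescence ratio over baseline after carbachol; higher B-score means a larger calcium signal and so more RGS4 inhibition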
TRPC4 PAM = TRPC4 (mouse) allosteric potentiation. HEK293 TRPC4beta/mu-opioid, DAMGO EC20, Fluo-4 Ca2+ flux; active compounds read high. B-score at 10 µM. Q9QUQ5. AID 2227. hit rate 0.42% among 310,000;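 active = B-score of calcium response area above 5 SD of library B-scores, with initial fluorescence ratio within 5 SD of library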;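 note: B-score of integrated fluorescence ratio over time as area under calcium response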
TRPC4 inh = TRPC4 (mouse) channel inhibition; Q9QUQ5; HEK293 TRPC4beta/mu-opioid, DAMGO-evoked Fluo4 calcium flux; active compounds read low; B-score at 10 µM; hit rate 0.39% among 300,000;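 active = B-score over 3 SD under the library average, no early fluorescence shift, positive overall ratio signal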
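test system = HEK293 cells with stable TRPC4beta plus mu-opioid receptor expression | detection = Fluo4 Ca2+ flux fluorescence | read-out = integrated fluorescence ratio relative to baseline, converted to per-well B score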
* marks the source's active call; other numbers are inactive results; i = inactive; nt = no result given.

SMILES | TRPC4 agonist | MrgX1 PAM | MrgX1 antag | TRPC6 act | MrgX1 agonist | ANO1 activ | TRPC6 inh | TMEM16A inh | RGS4 inh | TRPC4 PAM | TRPC4 inh
COc1ccc(NCc2nnc(SCC#N)n2-c2ccccc2OC)cc1 | i | i | i | i | i | i | i | i | i | i | i
O=C(Cc1ccccc1)Nc1ccc(NC(=O)c2ccco2)nc1 | i | i | i | i | i | i | i | i | i | i | i
O=C(CN1C(=O)NC2(CCCC2)C1=O)Nc1ccccc1N1CCCC1 | i | i | i | i | i | i | i | i | i | i | i
CC(C)CC(c1nnnn1CC1CCCO1)N1CCN(c2nc3ccccc3s2)CC1 (configuration not stated) | i | nt | nt | i | nt | i | i | nt | i | i | i
CC1CCCCC1NC(=O)c1ccc(S(=O)(=O)N2CCN(C)CC2)cc1 (configuration not stated) | i | i | i | i | i | i | i | i | i | i | i
CC1CCCC(C)N1C(=O)COC(=O)C1CCN(S(=O)(=O)c2c(Cl)cccc2Cl)CC1 (configuration not stated) | i | i | i | i | i | i | i | i | i | i | i
COc1ccc(CCN(C)CCC(=O)Nc2ccc(C)cc2)cc1OC | i | i | i | i | i | i | i | i | i | i | i
CCOc1ccc(C(CC(=O)O)NC(=O)C23CC4CC(CC(C4)C2)C3)cc1OC (configuration not stated) | i | i | i | i | i | i | i | i | i | i | i
CC(=O)Nc1ccc(NC(=O)C(C)OC(=O)c2cccc(S(=O)(=O)N3CCCCCC3)c2)cc1 (configuration not stated) | i | i | i | i | i | i | i | i | i | i | i
Cc1ccccc1NC(=O)Cn1nc(C(=O)O)c2ccccc2c1=O | i | i | i | i | i | i | i | i | i | i | i
CCOc1cccc(/C=N/NC(=O)C2CCCC2)c1O | i | i | i | i | i | i | i | i | i | i | i
Cc1ccc(NC(=S)NNc2ncc(C(F)(F)F)cc2Cl)cc1 | i | i | i | i | i | i | i | i | i | i | i
O/N=C(\c1ccc(Cl)cc1Cl)c1ncc(C(F)(F)F)cc1Cl | i | i | i | i | i | i | i | i | i | i | i
CCc1ccc(CCC(=O)Nc2ccc(Cl)cc2)o1 | i | i | i | i | i | i | i | i | i | i | i
O=C(NC1CCCc2ccccc21)C1CCN(S(=O)(=O)c2cccc3nsnc23)CC1 (configuration not stated) | i | i | i | i | i | i | i | i | i | i | i
CCCCCC(=O)Oc1cccc(N2C(=O)C3CCCCC3C2=O)c1 (configuration not stated) | i | i | i | i | i | i | i | i | i | i | i
CC1(C)C2CCC1(CS(=O)(=O)Nc1ccc(S(=O)(=O)N3CCCCC3)cc1)C(=O)C2 (configuration not stated) | i | i | i | i | i | i | i | i | i | i | i
O=C1ON=C(c2ccccc2)/C1=C/c1ccccc1 | i | i | i | i | i | i | i | i | i | i | i
COc1cc(C)nc(NC(=O)COc2ccc(Cl)cc2C)n1 | i | i | i | i | i | i | i | i | i | i | i
C/C(=N/NC(=O)c1ccncc1)c1ccc2c(c1)OCO2 | i | i | i | i | i | i | i | i | i | i | i
COc1ccc(NC(=O)OC(CN2CCCCC2)C(F)(F)F)cc1 (configuration not stated) | i | i | i | i | i | i | i | i | i | i | i
CN1CCC(OC(=O)c2ccco2)CC1 | i | i | i | i | i | i | i | i | i | i | i
COCc1c(Br)c(C)nc(OCC(=O)N/N=C/c2cc(C)n(-c3ccc([N+](=O)[O-])cc3)c2C)c1C#N | i | i | i | i | i | i | i | i | i | i | i
CC1CCN(CCCCOc2ccc(C(=O)c3ccccc3)cc2)CC1 | i | i | i | i | i | i | i | i | i | i | i
Cc1cnc(C)c(N2CCN(Cc3nc(-c4ccccc4)no3)CC2)n1 | i | i | i | i | i | i | i | i | i | i | i

Following part
SMILES | TRPC4 agonist | MrgX1 PAM | MrgX1 antag | TRPC6 act | MrgX1 agonist | ANO1 activ | TRPC6 inh | TMEM16A inh | RGS4 inh | TRPC4 PAM | TRPC4 inh
Cn1c(N)c(C(=O)Nc2cccc(Cl)c2)c(=O)n(C)c1=O | i | i | i | i | i | i | i | i | i | i | i
COC(=O)c1sc(NC(=O)CSc2nc3cccnc3n2C)nc1C | i | i | i | i | i | i | i | i | i | i | i
Cc1noc(C)c1CN1C(=O)c2cccc([N+](=O)[O-])c2C1=O | i | i | i | i | i | i | i | i | i | i | i
CS(=O)(=O)Nc1ccc(C(=O)Nc2ccccc2Sc2ccccc2)cc1 | i | i | i | i | i | i | i | i | i | i | i
Nc1nc(NCc2ccco2)nn1-c1ccccc1 | i | i | i | i | i | i | i | i | i | i | i
CSc1nnc2c(n1)[nH]c1c(C)cccc12 | i | i | -4.66* | i | i | i | i | i | i | i | i
Cc1cc(C)cc(NC(=O)c2nccnc2C(=O)O)c1 | i | i | i | i | i | i | i | i | i | i | i
O=C(COc1ccccc1)n1nc(-c2ccc(Cl)cc2)nc1NCc1ccco1 | i | i | i | i | i | i | i | i | i | i | i
CC(C)(C)n1nc2c(c1NC(=O)c1cc3ccccc3o1)CSC2 | i | i | i | i | i | i | i | i | i | i | i
Cc1ccc(NC(=O)COC(=O)c2cc(C)nc3ccccc23)c([N+](=O)[O-])c1 | i | i | i | i | i | i | i | i | i | i | i
COc1ccc(NC(=O)C(=O)N/N=C\c2ccc(CNC(=O)C(=O)Nc3ccc(C)c(C)c3)o2)c(OC)c1 | i | i | i | i | i | nt | i | i | i | i | i
COc1ccc(CCC(=O)NCc2ccco2)cc1 | i | i | i | i | i | i | i | i | i | i | i
O=C(c1ccc(Cl)cc1)N1CCN(c2ccc([N+](=O)[O-])c(NCc3cccnc3)c2)CC1 | i | i | i | i | i | i | i | i | i | i | i
O=C(CN1CCOCC1)Nc1ccc2c(c1)CCC2 | i | i | i | i | i | i | i | i | i | i | i
N#CCCn1c(C(C#N)(CCC#N)CCC#N)nc2ccccc21 | i | i | i | i | i | i | i | i | i | i | i
Cc1cc(C)c(S(=O)(=O)n2ccc(-c3ccc(OCCN(C)c4ccccn4)cc3)n2)c(C)c1 | i | i | i | i | i | i | i | i | i | i | i
N#C/C(=C\c1ccc(O)c(O)c1)C(=O)NCCc1ccccc1 | nt | i | i | nt | i | i | nt | i | nt | nt | nt
CCCC1C(c2ccco2)NC(c2ccco2)CC1(C)O (configuration not stated) | i | i | i | i | i | i | i | i | i | i | i
O=C(c1ccccc1F)N1CCN(C(=O)C(c2ccccc2)c2ccccc2)CC1 | i | i | i | i | i | i | i | i | i | i | i
O=c1c2cc([N+](=O)[O-])ccc2nc2n1CCCC2 | i | i | i | i | i | i | i | i | i | i | i
CCOP(=O)(OCC)c1nc(-c2cccc3ccccc23)oc1N1CCCCC1 | i | i | i | i | i | i | i | i | i | 23* | i
COc1cccc(-n2c(-c3ccco3)nc3nc4ccccc4nc32)c1 | i | i | i | i | i | i | i | i | i | i | i
C#CCn1c(S(=O)(=O)Cc2ccc(OC)cc2)nc(-c2ccccc2)c1-c1ccccc1 | i | i | i | i | i | i | i | i | i | i | i
Cn1c(N)c(C(=O)COC(=O)c2ccc(S(=O)(=O)N3CCCCC3)cc2)c(=O)n(C)c1=O | i | i | i | i | i | nt | i | i | i | i | i
Cc1ccc(C)c(S(=O)(=O)/N=C2\C=C(NS(=O)(=O)c3ccccc3)C(=O)c3ccccc32)c1 | i | i | i | i | i | i | i | 100* | i | i | -7*

Entries of single compounds, quoted from the list:
`Cc1noc(C)c1CN1C(=O)c2cccc([N+](=O)[O-])c2C1=O` across the screens: TRPC4 agonist = i; MrgX1 PAM = i; MrgX1 antag = i; TRPC6 act = i; MrgX1 agonist = i; ANO1 activ = i; TRPC6 inh = i; TMEM16A inh = i; RGS4 inh = i; TRPC4 PAM = i; TRPC4 inh = i
`Cc1ccccc1NC(=O)Cn1nc(C(=O)O)c2ccccc2c1=O` across the screens: TRPC4 agonist = i; MrgX1 PAM = i; MrgX1 antag = i; TRPC6 act = i; MrgX1 agonist = i; ANO1 activ = i; TRPC6 inh = i; TMEM16A inh = i; RGS4 inh = i; TRPC4 PAM = i; TRPC4 inh = i

More entries:
SMILES | TRPC4 agonist | MrgX1 PAM | MrgX1 antag | TRPC6 act | MrgX1 agonist | ANO1 activ | TRPC6 inh | TMEM16A inh | RGS4 inh | TRPC4 PAM | TRPC4 inh
COC(=O)c1ccccc1OC(=O)c1cc[n+]([O-])cc1 | i | i | i | i | i | i | i | i | i | i | i
COc1ccc(/C=N/NC(=O)CSCC(=O)Nc2ccccc2)cc1OC | i | i | i | i | i | i | i | i | i | i | i
CCOC(=O)C1CCN(C(=O)CC(C)S(=O)(=O)c2ccc3c(c2)NC(=O)CO3)CC1 (configuration not stated) | i | i | i | i | i | i | i | i | i | i | i
NC(=O)C1CCN(CC(=O)Nc2nccs2)CC1 | i | i | i | i | i | i | i | i | i | i | i
COc1cccc(C(C(=O)NC2CCCCC2)N(C(=O)c2ccco2)c2ccc(-n3cnnn3)c(C)c2)c1 (configuration not stated) | i | i | i | i | i | i | i | i | i | i | i
O=C(O)c1ccc(N2C(=O)CC(Cc3ccccc3)C2=O)cc1 (configuration not stated) | i | i | i | i | i | i | i | i | i | i | i
Cc1cc(C)c(C(=O)COC(=O)C2CC3CCCC(C2)C3=O)c(C)c1 (configuration not stated) | i | i | i | i | i | i | i | i | i | i | i
CN(CC(=O)N1CCCCCC1)S(=O)(=O)c1ccc(Br)cc1 | i | i | i | i | i | i | i | i | i | i | i
CC1(OC(=O)C2CCCC2)C(=O)C=C2C=C(c3ccsc3)N(CC3CC3)C=C2C1=O (configuration not stated) | i | i | i | i | i | i | i | i | i | i | i
COc1ccc(/C=C2/N=C(SC)NC2=O)cc1OC | i | i | i | i | i | i | i | i | i | i | i
CCCc1cc2c(cc1NC(=O)c1ccco1)OCO2 | i | i | i | i | i | i | i | i | i | i | i
Cc1cc(S(=O)(=O)c2ccc([N+](=O)[O-])cn2)ccc1Br | i | i | i | i | i | i | i | i | i | i | i
Cc1cc(C(=O)N/N=C/c2ccc([N+](=O)[O-])s2)n[nH]1 | i | i | i | i | i | i | i | i | i | i | i
O=C(O)c1ccc(CSc2nc3ccccc3o2)cc1 | i | i | i | i | i | i | i | i | i | i | i
CC(C)C(NS(=O)(=O)c1ccccc1)C(=O)OCc1cc([N+](=O)[O-])cc2c1OCOC2 (configuration not stated) | i | i | i | i | i | i | i | i | i | i | i
